# Screens from PubChem BioAssay.
# CHO-K1 Ca antag: nonselective inhibitor or artifact in parental CHO-K1 cells; ATP-induced calcium, Fluo-8 fluorescence; inhibition, % at 3 µM; 360,000 tested, 0.6% active; AID 602250;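 active means inhibition above a per-plate cutoff, the plate's mean sample inhibition plus 3 SD, cut at about 24% in these data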;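 further: 0% = DMSO plus EC80 ATP and 100% = DMSO alone without ATP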
# CHO-K1 Ca ag: counter-screen for M1 agonists: effect in parental CHO-K1 cells. Fluo-8 calcium fluorescence; scaled to maximal ATP response, vehicle zero. activation, % at 3 µM. 360,000 tested, 0.48% active; in the data active means activation above about 15%;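 further: untransfected CHO-K1 host cells lacking M1 receptor as counterscreen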
# CHRM1 antagonist: human M1 muscarinic receptor antagonists, primary screen, CHO-K1 cells, Fluo-8 calcium fluorescence, 1536-well; Muscarinic acetylcholine receptor M1 (Homo sapiens), P11229; CHO-K1 hM1, ACh EC80 antagonist; inhibition, % at 3 µM; 360,000 tested, 1.3% active;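 active means percent inhibition above its own plate's cutoff, namely the mean of that plate's compound wells plus 3 SD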;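 further: peak over basal fluorescence ratio during 140 s after agonist addition; 0% = ACh EC80 plus DMSO and 100% = DMSO alone without agonist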
# Target sequence (P11229 whole entry, looked up): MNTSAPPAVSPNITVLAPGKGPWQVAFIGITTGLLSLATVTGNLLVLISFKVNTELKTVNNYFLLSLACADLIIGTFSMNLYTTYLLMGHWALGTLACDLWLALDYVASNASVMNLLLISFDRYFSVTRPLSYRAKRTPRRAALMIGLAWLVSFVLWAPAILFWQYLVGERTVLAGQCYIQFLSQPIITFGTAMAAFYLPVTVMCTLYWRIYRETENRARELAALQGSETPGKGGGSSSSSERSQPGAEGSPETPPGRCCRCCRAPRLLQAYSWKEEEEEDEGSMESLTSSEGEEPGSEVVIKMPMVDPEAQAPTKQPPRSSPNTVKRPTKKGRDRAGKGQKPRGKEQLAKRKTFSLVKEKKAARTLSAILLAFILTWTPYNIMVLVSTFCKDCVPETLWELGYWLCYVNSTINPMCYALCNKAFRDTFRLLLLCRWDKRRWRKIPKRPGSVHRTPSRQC
# M1 ag: human M1 muscarinic receptor agonists, primary screen, Fluo-8 calcium fluorescence, CHO-K1 cells, HTS. Muscarinic acetylcholine receptor M1 (Homo sapiens), P11229. CHO-K1 hM1, agonist mode; 0% DMSO, 100% acetylcholine EC100. activation, % at 3 µM. 360,000 tested, 0.33% active. AID 588814, 2011;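 active means activation above the run's mean compound activation plus 3 SD, cut at about 16% in these data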;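 further: peak over basal fluorescence ratio within a 140 s kinetic read after compound addition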
# M1 PAM: human M1 muscarinic receptor positive allosteric modulators, primary screen, CHO-K1 cells, Fluo-8 calcium fluorescence, 1536-well; CHO-K1 hM1, ACh EC20; 0% = ACh EC20, 100% = maximal ACh; 360,000 tested, 0.088% active; Muscarinic acetylcholine receptor M1 (Homo sapiens), P11229; activation, % at 3 µM; in the data active means activation above about 19%, passing the limit was not always enough
# CHO parental Ca: ATP-evoked calcium signal inhibitors, parental CHO, primary screen, counter-screen for OX1R antagonist project, cell-based, fluorescence, Fluo-8 calcium dye. inhibition, % at 5.6 µM. 330,000 tested, 0.63% active. parental CHO-K1, ATP-induced calcium, Fluo-8 fluorescence. AID 463079, 2010;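 active means inhibition above that plate's mean sample inhibition plus 3 SD, cut at about 26% in these data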;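 further: 0% = ATP-challenged DMSO wells and 100% = DMSO wells without ATP; some compounds past the cut are filed as inactive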
#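 Material: parental CHO cells / Compound: single nominal dose of 5.6 µM per compound / Signal: Fluo-8 fluorescence / Replicates: singlicate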
# M4 ag: human M4 muscarinic receptor agonists, primary screen, CHO-K1 cells, Fluo-8 calcium fluorescence | CHO-K1 hM4/Gqi5; vehicle 0%, full acetylcholine response 100% | Muscarinic acetylcholine receptor M4 (Homo sapiens), P08173 | 360,000 tested, 0.14% active | AID 624127, 2012 | activation, % at 3 µM;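 active means activation above the run mean over all test wells plus 3 SD, cut at about 32% in these data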;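 further: peak over basal fluorescence ratio per well then scaled between controls; 0% = DMSO wells and 100% = acetylcholine at EC100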
# CHRM4 antagonist: human M4 muscarinic receptor antagonists, primary screen, CHO cells, Fluo-8 calcium fluorescence; inhibition, % at 3 µM; 360,000 tested, 0.73% active; Muscarinic acetylcholine receptor M4 (Homo sapiens), P08173; CHO-hM4 cells, ACh EC80;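 active means inhibition above its plate's cutoff, the mean inhibition of sample wells plus 3 SD, cut at about 27% in these data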;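 further: 0% = acetylcholine EC80 with DMSO and 100% = DMSO without agonist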
# OXTR potentiate: human OXTR potentiators, primary screen, fluorescence, CHO-OTR cells, Fluo-8 calcium; Oxytocin receptor (Homo sapiens), P30559; Fluo-8 calcium fluorescence, potentiator mode; 0% = oxytocin EC15, 100% = EC100; activation, % at 3 µM; 320,000 tested, 0.061% active;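 active means activation above that plate's cutoff, the mean activation of tested compounds plus 3 SD, cut at about 6.6% in these data, passing the limit was not always enough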;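 further: 100% uses oxytocin at 75 nM as the full agonist control; some results filed as inactive read as strong as hits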
# Target sequence (P30559 whole entry, looked up): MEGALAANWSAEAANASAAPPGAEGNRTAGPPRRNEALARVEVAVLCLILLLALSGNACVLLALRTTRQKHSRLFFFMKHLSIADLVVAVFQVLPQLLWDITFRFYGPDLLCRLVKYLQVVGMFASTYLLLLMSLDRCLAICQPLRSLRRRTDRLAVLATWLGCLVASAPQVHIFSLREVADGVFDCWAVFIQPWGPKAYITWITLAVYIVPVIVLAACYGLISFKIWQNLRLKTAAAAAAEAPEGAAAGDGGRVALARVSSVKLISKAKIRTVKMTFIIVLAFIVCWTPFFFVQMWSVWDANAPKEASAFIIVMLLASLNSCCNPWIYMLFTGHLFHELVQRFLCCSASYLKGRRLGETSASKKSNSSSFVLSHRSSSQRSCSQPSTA
#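 Material: human OTR in CHO cells. Compound: 3.0 µM, one dose. Timing: compound 6 min at room temperature before oxytocin, 100 s read. Evaluation: % activation of max/min ratio relative to oxytocin controls. Replication: single well per compound, singlicate. Signal: Fluo-8 calcium dye fluorescence.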
# * hit, by the source's call; / = not tested or not shown.
SMILES,CHO-K1 Ca antag,CHO-K1 Ca ag,CHRM1 antagonist,M1 ag,M1 PAM,CHO parental Ca,M4 ag,CHRM4 antagonist,OXTR potentiate
O=C(C1CCC1)N1CCN(S(=O)(=O)c2ccc(F)cc2)CC1,-11.9,1.8,-10.5,-3.5,6.5,-1.8,2.5,-19.9,-8.6
CN(C)C=NC(=O)c1cc(C(=O)c2ccc(Cl)cc2)c[nH]1,-4.9,0.4,-5.6,-6.7,9.8,-5.0,1.1,-2.0,-5.0
CN1OC[C@@H]2CN(C(=O)C(C)(C)C)[C@H](c3cccc(Br)c3)C[C@@H]21,-6.3,0.2,-7.6,-3.8,3.7,/,1.1,-5.9,/
CCN(CC(=O)Nc1c(F)cccc1F)C(=O)CCCNC(=O)c1ccc(Cl)cc1,-7.0,0.4,-15.0,-0.7,0.6,-13.0,0.2,-9.0,-7.5
COc1ccc(/C=C2/NC(=O)CNC2=O)cc1,2.0,1.6,-19.8,-1.8,14.8,3.1,-0.4,8.5,-6.5
CC(NC(=O)CNC(=O)c1ccco1)c1ccc(S(N)(=O)=O)cc1 (stereo not given),-7.8,0.2,2.5,-3.8,6.7,-4.8,-0.4,6.3,-10.7
O=c1ncn(-c2ccccc2F)c2ncccc12,17.4,-0.2,-1.4,-4.6,-0.4,-1.5,0.4,3.8,5.4
COc1cc(C2C(C#N)=C(N)Oc3c2c(-c2ccccc2)nn3-c2ccccc2)cc(OC)c1OC (stereo not given),0.0,5.5,6.5,1.9,-8.8,-2.9,12.2,0.8,-10.1
O=C(CSc1nc(O)cc(=O)n1-c1ccccc1)NC1CCCCC1,-8.7,0.6,-9.7,-4.1,7.8,-17.1,0.4,1.2,-12.6
O=C(c1ccccn1)N1CC=C(c2ccccc2)CC1,-2.0,3.4,11.7,-5.6,-5.6,/,0.1,7.9,/
O=C(COC(=O)C1(c2ccc(Cl)cc2)CCCC1)NCc1ccco1,-13.5,4.5,7.7,-3.9,-1.5,10.5,1.9,0.9,-6.5
CCCCN(C(=O)c1cccc2c(=O)c(C)c(-c3ccccc3)oc12)c1ccccc1,0.4,-0.7,5.7,-8.5,1.0,/,-0.6,2.5,/
O=C(CCn1cnc2ccccc21)N/N=C/c1ccccc1O,4.0,0.8,-9.8,-7.5,13.6,-5.0,1.3,1.2,-7.6
CNC[C@H](CC1CCCCC1)NC[C@H](NCCC1CCCC1)[C@H](C)O,-7.5,1.1,-3.8,-7.3,-0.8,-14.0,0.5,5.8,0.5
COc1ccc(C(=O)NNC(=O)c2ccccc2[N+](=O)[O-])cc1[N+](=O)[O-],-16.9,0.3,-7.2,-1.3,9.5,-6.7,0.3,-9.8,-5.0
COc1ccc(OC)c(S(=O)(=O)N2CCC3(CC2)OCCN3S(=O)(=O)c2cccs2)c1,8.8,1.9,7.5,3.2,2.2,-28.9,5.3,-14.0,-4.6
COc1ccccc1NC(=O)CN1C(=O)NC(CC(C)C)C1=O (stereo not given),-10.1,0.5,-7.7,0.1,8.1,-9.0,0.7,-2.0,-14.0
CN1C(=O)c2ccc(NC(=S)NC(=O)C(C)(C)C)cc2C1=O,-4.0,2.9,4.9,-3.8,1.8,-7.9,3.5,-2.6,-3.0
CCOC(=O)c1c(C)[nH]c(C(=O)OCC(=O)Nc2ccccc2)c1C,7.7,0.4,-3.3,1.4,14.4,-14.8,3.2,-9.2,0.8
COC(=O)c1sccc1NC(=O)Nc1ccccc1Cl,-8.2,8.1,-4.8,-6.1,3.6,/,0.5,5.9,/
O=C(CN1C(=O)/C(=C/c2ccccc2)SC1=S)NC1C=CS(=O)(=O)C1 (stereo not given),-6.2,0.8,12.2,-4.0,-7.8,-13.5,1.1,1.8,-3.8
C/C(CC(=O)Nc1cc(C)ccn1)=N\NC(=O)c1cccc(F)c1,-2.4,-0.2,7.4,5.1,8.6,1.2,2.0,-15.7,-5.3
O=C(O)c1ccc(COc2c(F)c(F)cc(F)c2F)o1,-2.0,0.2,-5.1,-2.8,7.8,-2.8,0.8,3.0,6.7
CCN(CC(=O)Nc1c(F)cccc1F)C(=O)CCCOc1ccccc1,-10.0,1.7,-8.1,1.3,10.8,/,4.1,0.6,/
O=C1NC(=O)/C(=C\c2ccccc2OCc2ccccc2)S1,-7.4,3.4,-1.1,-5.3,0.5,-7.3,-0.6,-11.3,-3.9
# The list goes on.
SMILES,CHO-K1 Ca antag,CHO-K1 Ca ag,CHRM1 antagonist,M1 ag,M1 PAM,CHO parental Ca,M4 ag,CHRM4 antagonist,OXTR potentiate
COCCn1c(SCC(=O)Nc2cc(C(C)(C)C)nn2-c2ccccc2)nnc1-c1ccncc1,-1.4,2.0,-0.2,-6.9,4.2,-8.4,1.6,7.6,-6.5
COC(=O)c1cccc2c1NC(=O)C2=O,8.4,-0.2,-7.3,3.8,16.4,-6.9,0.8,8.6,-8.5
Fc1cnc(N2CCOCC2)nc1N1CCc2ccccc21,-5.5,0.1,3.9,-5.4,-1.1,-29.8,-1.3,-1.9,4.7
COc1ccc(Cn2nnnc2CN2CCC(O)(c3ccccc3F)CC2)cc1,-13.5,6.0,-13.1,-4.6,5.9,1.6,4.3,2.6,-17.4
COc1ccc(NC(=O)Nc2ccncc2)c(OC)c1,1.5,1.3,5.3,-2.4,5.8,7.1,0.3,0.7,-18.8
C/C(=N\NC(=O)c1ccccc1O)c1ccc(NC(=O)c2ccccc2)cc1,-15.0,2.0,-14.7,0.5,5.2,/,3.0,-7.6,/
COc1cccc(/C=N/NC(=O)c2cccs2)c1,-10.8,1.3,-6.9,-2.0,9.0,-8.1,0.5,-3.6,-3.7
Cc1cc(C)cc(NS(=O)(=O)c2ccc3oc(=O)ccc3c2)c1,-0.9,3.6,2.9,-4.9,-10.8,-17.5,3.0,8.6,-9.0
CCCC(=O)N1CCCC1(C)C(=O)NCc1ccc(F)cc1Cl (stereo not given),-4.6,0.5,-14.9,-3.3,8.5,/,-0.1,1.7,/
CCOc1ccc2oc(C(=O)OC(C(=O)NC(N)=O)C(C)C)c(C)c2c1 (stereo not given),-3.0,-0.1,-20.7,4.2,12.0,-8.2,1.1,3.0,-2.5
Cc1ccc(C)c(NC(=O)CN2C(=O)c3ccccc3C2=O)c1,-6.4,-0.3,-13.9,1.5,16.8,-1.8,0.8,-3.8,6.1
COc1cc2c(cc1OC)CN(CCC(=O)c1ccc(Br)cc1)CC2,0.5,0.1,37.5,-7.5,-17.1,-19.8,1.1,-1.4,-3.4
CCOC(=O)c1sc(NC(C)=O)cc1C,-7.9,0.4,-13.9,-2.6,8.3,-0.3,0.8,-2.0,-2.4
Cc1ccc(-c2nn3c(C)nnc3s2)cc1NC(=O)c1ccc(OC(C)C)cc1,3.1,-0.1,4.3,-6.4,-3.3,-27.2,-1.6,-7.3,-2.6
COc1ccc(N2CCN(C(=O)C3CCCN(S(=O)(=O)c4cccc5cccnc45)C3)CC2)cc1 (stereo not given),7.0,1.5,-3.5,-2.0,-4.8,-5.4,6.4,3.7,-15.1
CC12CN3CCN(CC(C3)/C1=N/N=C/c1cccc([N+](=O)[O-])c1)C2,0.0,-0.2,-6.7,-3.7,8.8,0.3,0.1,-0.4,-5.5
O=C(COc1ccc(Cl)cc1)OCc1csc(Nc2ccccc2)n1,-8.8,3.8,-5.0,-11.3,2.9,-5.0,0.7,1.5,-2.7
CN(Cc1ccccc1)C(=O)CCc1ccccc1,-8.7,0.3,3.1,-10.3,-3.4,-7.9,0.8,1.8,-7.5
Oc1ccc(-c2[nH]nc(-c3ccccc3)c2-c2nc3ccccc3[nH]2)cc1,0.5,0.3,4.7,-3.7,-1.4,-12.3,1.3,-9.3,-3.9
CC1(C)Cc2cccc(OCC(=O)OCc3nnc(-c4ccc([N+](=O)[O-])cc4)o3)c2O1,-16.7,0.9,-8.2,-3.5,8.2,-1.6,1.8,-15.3,-0.3
Cn1cc(CNCc2ccc(OC(F)(F)F)cc2)c(-c2ccc3c(c2)OCCO3)n1,22.4,12.5,33.1*,5.2,-10.1,40.4*,13.2,13.8,-14.4
O=C(c1ccc(CN2CCc3ccccc3C2)cc1)N1CCc2ccccc2C1,2.0,0.2,-15.9,-4.8,-1.9,-14.1,1.9,-0.4,-5.0
NC(=O)Cn1nc([N+](=O)[O-])nc1Oc1ccc(Br)cc1,-13.7,0.5,-6.7,-4.8,9.1,2.1,2.1,-0.7,2.7
CCc1nnc(NC(=O)C(=O)NCCOC(=O)c2ccccc2Cl)s1,8.2,4.0,11.4,-3.2,-2.4,-21.7,-0.9,6.3,6.4
Cc1nc(SCC(=O)c2cc3ccccc3oc2=O)c(C#N)c(-c2cccs2)c1C(=O)Nc1ccccc1,-0.5,0.6,6.4,-3.5,1.4,-0.8,-0.1,4.8,-4.2

# Only OXTR potentiate, for some of the entries so far:
molecule	OXTR potentiate
Cc1ccc(-c2nn3c(C)nnc3s2)cc1NC(=O)c1ccc(OC(C)C)cc1	-2.6
COc1ccc(N2CCN(C(=O)C3CCCN(S(=O)(=O)c4cccc5cccnc45)C3)CC2)cc1 (stereo not given)	-15.1

# Later entries.
SMILES,CHO-K1 Ca antag,CHO-K1 Ca ag,CHRM1 antagonist,M1 ag,M1 PAM,CHO parental Ca,M4 ag,CHRM4 antagonist,OXTR potentiate
O=S(=O)(Nc1ncccn1)c1ccc(NC(=S)Nc2ccc(Cl)cc2)cc1,-14.0,5.4,0.2,9.9,3.9,-2.7,3.2,6.8,3.7
O=C(NCC(c1ccco1)N1CCc2ccccc2C1)c1ccccc1 (stereo not given),-8.3,0.8,-7.8,-6.6,2.7,-10.3,1.1,-10.0,-0.3
Cc1[nH]c2ccc(C(=O)NCC(C)(C)N3CCOCC3)cc2c1C,-5.0,0.3,-8.1,-11.8,8.6,-2.5,0.1,4.8,0.8
O=C(c1ccco1)N1CCN(Cc2cc(=O)c(OCc3ccccc3Cl)co2)CC1,-3.0,0.7,-3.7,-4.6,3.4,-5.4,1.2,9.8,-1.7
CC(C)c1nnc(NC(=O)CCC2CCCCC2)s1,-14.5,0.0,-16.4,-2.1,11.9,7.6,0.2,2.3,-7.3
COC(=O)c1c(C)oc(C)c1S(=O)(=O)N(Cc1ccccc1)C(C)C,3.9,-0.1,-6.3,-5.2,1.5,-23.6,-1.2,3.3,-3.4
CN(CCc1ccccc1)C(=O)c1cccc(NC(=O)Cc2ccc([N+](=O)[O-])cc2)c1,-3.4,2.9,4.9,0.1,-4.9,-14.3,/,-1.5,-9.6
O=C(CSc1ccccc1)N1CCc2ccccc21,-14.7,8.6,-3.1,-4.8,-0.5,-21.3,-0.6,6.0,-7.4
